Nrf2 ARE act: qHTS of Nrf2 Activators | AREc32 ARE-luciferase reporter (MCF7-derived line), luminescence, 24 h | actives 0.31% (n = 410,000) | AID 624171, 2012 | Potency, µM (titrated, usually from 46.1 µM), without a hit: at the highest dose activation, most hits filed as activators; note: potency is the fitted concentration of half-maximal effect; % of control where 0% means no effect; nearly all actives have a fitted effect of over 65% in size
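AREc32 cells carrying an ARE-driven firefly luciferase reporter were seeded at 1000 cells/well in OPTI-MEM with 5% FBS, then exposed to compound for 24 hr at 37 deg C. Luminescence was read with Steady-Glo after 30 min at RT.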
S2 tox: Viability Counterscreen for Primary qHTS for Inhibitors of ATXN expression; S2 cells (HEK-293 line with an ATXN2-luciferase reporter) viability, CellTiter-Fluor protease fluorescence, 24 h; Potency, µM (doses to about 56.7 µM), actives largely listed as cytotoxic; actives 0.49% (n = 400,000); note: potency is the fitted concentration of half-maximal effect; nearly all actives have a fitted effect of over 40% in size
Nrf2 inh: Nrf2 qHTS screen for inhibitors; Potency, µM (top dose mostly 46 µM), inactives show top-dose activity change, negative = inhibition, actives largely listed as inhibitors; AID 504444, 2011; A549 ARE-Fluc reporter, luciferase luminescence, 18-24 h; actives 2.1% (n = 360,000); note: potency is the fitted concentration of half-maximal effect; % is set by controls: 0 for no effect and ±100 for the full control effect; nearly all actives have a fitted effect of over 60% in size
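Concentration-response testing used A549 ARE_Fluc cells at 5000 cells/well. Following an 18-24 h compound incubation, viability was read by fluorescence (Ex 405/Em 525) and luciferase output by luminescence.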
ATXN2 expr inh: Primary qHTS for Inhibitors of ATXN expression; HEK-293 ATXN2-luciferase reporter, luminescence, 24 h; Potency, µM (series often up to 57 µM), inactives show at the highest dose activity change, negative = inhibition, actives largely listed as inhibitors; actives 0.72% (n = 360,000); AID 1745845, 2022; note: potency is the fitted concentration of half-maximal effect; % is set by controls: 0 for no effect and ±100 for the full control effect; nearly all actives have a fitted effect of over 55% in size
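qHTS (up to 57 uM final) was run with 24 h compound exposure of reporter cells at 37 °C. Each well was multiplexed: SteadyGlo luminescence measured ATXN2-luciferase expression after a fluorogenic Gly-Phe-AFC viability readout (25 uM final).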
HepG2 tox: qHTS for Inhibitors of TGF-b: Cytotox Counterscreen. Potency, µM (doses to about 46.1 µM), inactives show at the highest dose activity change, negative = cytotoxicity, usual class: cytotoxic. actives 0.76% (n = 410,000). HepG2 CAGA-GFP viability, ATP luminescence, 18 h; note: potency is the fitted concentration of half-maximal effect; some results filed as inactive show a strong effect at the top dose
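HepG2 CAGA-GFP cells (1000/well, DMEM with 1% FBS) received compound, then TGF-beta at 500 pg/mL final, and were incubated 18 hours at 37 degrees C. Viability was read by CellTiter-Glo luminescence. Media-only wells were set as complete cell-killing and DMSO as no toxicity.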
EPAC2 agonist: qHTS for Agonist of cAMP-regulated guanine nucleotide exchange factor 4 (EPAC2): primary screen. EPAC2 activation, biochemical qHTS; response scale: 100% = 6.5 mM cAMP response. Potency, µM (titrated, usually from 154 µM), without a hit: at the top dose activation, usual class: activators. actives 0.079% (n = 360,000). AID 720711, 2013; note: potency is the fitted concentration of half-maximal effect; nearly all actives have a fitted effect of over 50% in size
Target sequence (Q8WZA2 whole entry, looked up): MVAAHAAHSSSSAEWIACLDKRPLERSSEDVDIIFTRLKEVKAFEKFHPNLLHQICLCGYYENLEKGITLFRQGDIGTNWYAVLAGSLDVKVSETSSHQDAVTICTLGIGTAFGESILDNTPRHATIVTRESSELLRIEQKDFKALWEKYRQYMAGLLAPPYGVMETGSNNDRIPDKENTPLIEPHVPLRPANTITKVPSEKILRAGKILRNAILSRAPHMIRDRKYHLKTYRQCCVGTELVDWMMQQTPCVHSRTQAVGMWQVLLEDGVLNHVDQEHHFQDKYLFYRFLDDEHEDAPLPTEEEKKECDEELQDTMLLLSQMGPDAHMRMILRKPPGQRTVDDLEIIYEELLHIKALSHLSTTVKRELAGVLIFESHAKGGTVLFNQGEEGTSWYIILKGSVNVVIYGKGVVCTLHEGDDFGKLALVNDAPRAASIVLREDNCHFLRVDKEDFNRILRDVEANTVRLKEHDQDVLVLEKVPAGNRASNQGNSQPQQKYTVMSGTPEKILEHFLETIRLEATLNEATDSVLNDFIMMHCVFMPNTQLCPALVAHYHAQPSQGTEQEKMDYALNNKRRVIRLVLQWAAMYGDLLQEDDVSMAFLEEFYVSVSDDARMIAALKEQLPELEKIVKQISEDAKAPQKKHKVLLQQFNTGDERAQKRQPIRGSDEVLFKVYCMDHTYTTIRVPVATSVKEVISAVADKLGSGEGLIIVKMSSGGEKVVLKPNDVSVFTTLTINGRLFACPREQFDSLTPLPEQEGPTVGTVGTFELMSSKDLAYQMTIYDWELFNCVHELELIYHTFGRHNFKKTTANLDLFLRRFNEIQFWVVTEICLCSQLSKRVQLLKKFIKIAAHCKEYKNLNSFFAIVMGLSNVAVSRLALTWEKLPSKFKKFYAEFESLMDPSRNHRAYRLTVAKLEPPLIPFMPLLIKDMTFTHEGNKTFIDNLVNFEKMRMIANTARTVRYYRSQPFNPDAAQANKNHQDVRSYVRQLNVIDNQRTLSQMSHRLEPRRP
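Guanine nucleotide exchange by EPAC2 is measured as reduced fluorescence of BODIPY-GDP once it is released from 250 nM Rap1B. Plates are read kinetically for 30 min at room temperature; results are scaled to 6.5 mM cAMP.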
IL-2 act: qHTS of IL-2 Activators. IL-2 activation reporter assay, cell-based qHTS; stimulated with anti-CD3/CD4/CD28 beads; in transgenic mouse T cells. activation, % (series mostly up to about 46 µM). actives 0.065% (n = 360,000); in the data active = activation above about 50%; inconclusive = mostly about 30% to 49%; note: 0% is about no effect
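Readout is EGFP and DsRed signal by fluorescent plate cytometry after 18 h at 37 degrees C. Transgenic mouse T cells (750/well) received compound for 60 min before bead stimulation (anti-CD3, anti-CD4, anti-CD28); memory T cells served as non-tolerant control.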
TGFb SMAD3 inh: qHTS for Inhibitors of TGF-b | Potency, µM (highest dose often 46.1 µM), inactives show top-dose activity, negative = inhibition, usual class: inhibitors | actives 1.2% (n = 410,000) | HepG2 CAGA-GFP TGF-b/SMAD3 reporter, GFP fluorescence, 18 h; TGF-beta stimulated, 500 pg/mL final; note: potency is the fitted concentration of half-maximal effect; % is set by controls: 0 for no effect and ±100 for the full control effect; nearly all actives have a fitted effect of over 65% in size
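Using HEPG2 CAGA-GFP reporter cells at 1000 cells/well, we pinned test compounds, stimulated with recombinant TGF-beta (500 pg/mL final) and measured total well GFP after 18 h.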
A549 tox: Nrf2 qHTS screen for inhibitors: counterscreen for cytotoxicity. A549 ARE-Fluc cells, CellTiter-Fluor viability, 18-24 h. Potency, µM (doses to about 46 µM), without a hit: at the highest dose activity change, negative = cytotoxicity, hits mostly inhibitors. actives 0.16% (n = 390,000); note: potency is the fitted concentration of half-maximal effect; % is set by controls: 0 for no effect and ±100 for the full control effect
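A549 ARE-Fluc cells in 5% FBS OPTI-MEM, 5000 cells/well, rested 2 h then exposed to compounds in concentration-response for 18-24 h at 37 °C. Viability by CellTiter-Fluor fluorescence (Ex 405/Em 525) after 30 min; luciferase luminescence (BugLite, 15 min, RT) read afterwards.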
* marks the source's active call; other numbers are inactive results; i = inactive; ? = inconclusive; nt = not tested or not shown; [ ] = another dose, or the depositor's remark. Unless noted, calls come from the whole dose curve; as a rule, active = well fitted curve in the direction sought with a large enough effect; inconclusive = small, poorly fitted or top-dose-only effect, or another doubt; inactive = no such curve, though single readings can be large; an effect the other way counts as inactive or inconclusive.

entry	structure	IL-2 act	HepG2 tox	EPAC2 agonist	S2 tox	TGFb SMAD3 inh	Nrf2 inh	A549 tox	ATXN2 expr inh	Nrf2 ARE act
1	CCc1ccc(OCC(=O)NNC(=O)C2CCN(c3ncnc4sc(C)c(C)c34)CC2)cc1	-0.5	-2%	-8%	i	?	-10%	0%	6%	0.4%
2	CCC(Oc1cc(Cl)ccc1Cl)C(=O)NN1C(=O)C2C3CCC(C3=C(C)C)C2C1=O (configuration not stated)	-0.3	-43%	-18%	i	?	?	-24%	?	-0.9%
3	CCCOc1ccc(S(=O)(=O)NCc2ccc(OC)cc2)cc1	2.2	0%	-2%	i	?	?	-17%	-9%	0.4%
4	COc1cccc2c1cc1c(=O)n(CC(=O)N3CCN(c4ccc(Cl)cc4)CC3)nc(C)n12	nt	1%	nt	nt	-13%	8%	-3%	nt	3.5%
5	Cc1cc(NC(=O)c2ccccc2)sc1C	0.8	8.9µM*	4%	i	1%	?	-10%	101%[activator]	?
6	COc1ccc(C(=O)Cn2c(N3CCCCC3)nc3c2c(=O)n(C)c(=O)n3C)cc1OC	1.0	-9%	1%	i	-1%	-4%	0%	3%	-0.2%
7	CCc1ccc(/C(C)=N/NC(=O)CNC(=O)/C=C/c2ccco2)cc1	7.4	3%	-6%	i	-26%	2%	-3%	-6%	2.3%
8	CC(C)C1Cc2c(sc(NC(=S)NC(=O)c3ccccc3)c2C#N)CO1 (configuration not stated)	-1.4	0%	-7%	i	-5%	13%	-16%	nt	6.6%
9	CC(C)(C)OC(=O)N1CCC[C@H]1c1nnc(SCc2c(F)cccc2Cl)o1	-3.5	-5%	2%	i	-8%	4%	-2%	0%	0.3%
10	CCn1c(CNc2ccc(C)cc2)nnc1SCC(=O)NCc1ccccc1	-3.4	-19%	12%	i	-12%	17%	3%	10%	10%
11	CCN(CC)c1ccc(C(=O)NN)cc1	-0.4	-2%	0%	i	2%	3%	12%	-11%	-0.2%
12	COC(=O)C(O)(CC(=O)c1ccc(OC)cc1)C(F)(F)F (configuration not stated)	-1.4	-18%	3%	i	-14%	?	-2%	-10%	-0.7%
13	CCn1nc(NC(=O)CC(C)C)c2cc3cccc(C)c3nc21	-0.6	-18%	3%	?	-11%	3%	17%	-14%	3.8%
14	CC1CCN(S(=O)(=O)c2ccc(NC(=O)Cn3nnc(-c4ccccc4F)n3)cc2)CC1	1.1	-44%	-1%	i	?	-19%	2%	-24%	2.1%
15	COc1ccc(CCNC(=O)CSc2ccc(NC(C)=O)cc2)cc1OC	-0.2	6%	9%	i	0%	2%	-10%	14%	-0.2%
16	COc1cccc(Cn2c(SCc3ccc(C(=O)N4CCC(C)CC4)cc3)nc3ccncc32)c1	nt	-26%	nt	?	?	21µM*	?	?	-0.9%
17	COc1cccc(NC(=S)N2CCN(c3ccc([N+](=O)[O-])cc3)CC2)c1	-3.1	-3%	7%	i	-23%	?	?	-18%[11.3 µM]	-1.0%
18	COCc1ccc(CN2CCCC(C(=O)Nc3ccc(-c4cscn4)cc3)C2)o1 (configuration not stated)	-0.4	-6%	5%	i	17%	-24%	0%	6%	0.3%
19	CCC(=O)Nc1nc(OC)cc(OC)n1	-0.4	-3%	6%	i	2%	28%	-1%	-3%	-0.5%
20	Cc1ccccc1CCN(CC(=O)NC1CCCCC1)C(=O)c1csnn1	-4.0	11%	-1%	i	?	0%	0%	-20%	-0.4%
21	O=C(NCC(c1ccco1)N1CCOCC1)c1ccccc1 (configuration not stated)	1.9	0%	1%	i	-5%	-13%	6%	0%	0.1%
22	O=C(Nc1nnc(C2CC2)s1)c1cc([N+](=O)[O-])ccc1N1CCCCC1	-3.1	-25%	9%	i	0%	7%	-13%	5%	3.7%
23	CCN(CC)CCNc1ccnc2cc(Cl)ccc12	-1.4	-38%	-4%	i	-15%	nt	?	?	0.0%
24	CCCCn1c(SCC(=O)N(C)C2CCS(=O)(=O)C2)nc2cc(S(N)(=O)=O)ccc21 (configuration not stated)	-3.6	-17%	0%	i	-6%	-15%	0%	-12%	-0.1%
25	CC(C)C(=O)Nc1ccc(C(=O)Nc2nnc(C(C)C)s2)cc1	-0.8	0%	0%	i	-11%	5%	-8%	nt	3.3%

Some of the entries above, reformatted:
15) COc1ccc(CCNC(=O)CSc2ccc(NC(C)=O)cc2)cc1OC
16) COc1cccc(Cn2c(SCc3ccc(C(=O)N4CCC(C)CC4)cc3)nc3ccncc32)c1
compound no.	15	16
IL-2 act	-0.2	nt
HepG2 tox	6%	-26%
EPAC2 agonist	9%	nt
S2 tox	i	?
TGFb SMAD3 inh	0%	?
Nrf2 inh	2%	21µM*
A549 tox	-10%	?
ATXN2 expr inh	14%	?
Nrf2 ARE act	-0.2%	-0.9%

New compounds follow
entry	structure	IL-2 act	HepG2 tox	EPAC2 agonist	S2 tox	TGFb SMAD3 inh	Nrf2 inh	A549 tox	ATXN2 expr inh	Nrf2 ARE act
26	CC(C)(C)c1ccc(Oc2ccc(N)cc2)cc1	-4.3	-20%	5%	?	-15%	4.1µM*	-22%	2.8µM*	-2.1%
27	COc1ccc(C(=O)OCc2nc(N)nc(Nc3ccccc3C)n2)cc1OC	-0.4	1%	-3%	i	17%	0%	2%	1%	-0.3%
28	O=C(CN1C(=O)NC2(CCCc3ccccc32)C1=O)N1CCc2ccccc2C1 (configuration not stated)	0.0	-22%	4%	i	-13%	1%	-1%	6%	-0.1%
29	CCn1c(=S)sc2c(=O)n(-c3ccccc3)c(=S)[nH]c21	-1.2	-21%	4%	?	-3%	-40%	-2%	-10%	5.9%
30	O=S(=O)(c1cccc(Cl)c1)c1nnn2c1nc(NC1CCCC1)c1sccc12	nt	-30%	nt	i	-15%	0%	-1%	-7%	0.8%
31	CCOc1ccccc1CNC(=O)Cn1ccc2cc(S(=O)(=O)N3CCCCCC3)ccc21	-3.3	-9%	8%	i	?	?	-14%	?	-0.2%
32	CCCCNC(=S)Nc1ccc(F)cc1	0.7	-4%	12%	i	-5%	?	1%	-5%	0.4%
33	Nc1ccc2nc(-c3cccc(-c4nc5ccc(N)cc5[nH]4)n3)[nH]c2c1	1.2	-2%	-4%	i	10%	-16%	-7%	nt	0.1%
34	CN(CC(=O)Nc1ccc(OC(F)(F)F)cc1)C(=O)C1CCC1	-0.7	-11%	8%	i	2%	-17%	-3%	nt	0.3%
35	Cc1ccc(NCc2n[nH]c(=S)n2-c2ccccc2)cc1	1.0	5%	3%	i	21%	0%	-3%	7%	-0.3%
36	O=C(NCc1ccccc1)N1CCOc2ccccc21	-0.8	0%	13%	i	3%	4%	0%	4%	3.7%
37	CCCCCN1C(C(=O)c2ccccc2)=C(NC(=O)c2ccc(C)cc2)c2ccccc2S1(=O)=O	nt	-19%	nt	i	?	4%	-2%	-21%	0.0%
38	Cc1ccc(Oc2ccc(NS(=O)(=O)c3cccc(C(=O)O)c3)cc2)cc1	1.0	-16%	-5%	i	-4%	-3%	10%	3%	0.1%
39	NS(=O)(=O)c1ccc(NC(=O)/C=C/c2ccc(S(=O)(=O)NCc3ccco3)cc2)cc1	-1.9	-4%	7%	i	-7%	6%	-2%	-18%	2.5%
40	CCCC[C@@H](CN[C@H](C)CNC)NCC1CCC(C(C)(C)C)CC1 (some centres not stated)	-0.6	18µM*	10%	32µM*	?	-20%	-10%	35µM*	-2.9%
41	CC1Cc2ccccc2N1C(=O)CSc1ncccc1C(=O)O (configuration not stated)	0.2	2%	5%	i	-3%	-1%	-1%	-10%	0.3%
42	COc1ccc(CNC(=S)Nc2ccccc2)cc1Cl	-0.9	-27%	4%	i	?	?	1%	-22%	1.2%
43	CCc1ccc2[nH]c(C(=O)Nc3ccc(Br)c(C)n3)cc2c1	-2.9	12%	5%	i	1%	?	0%	30%	-1.1%
44	Cc1cc(N2CCN(C)CC2)nc2ccc(NC(=O)Nc3ccccc3Cl)cc12	nt	-13%	nt	i	40%[activator]	?	-13%	31%[activator]	5.7%
45	COc1ccc(OCc2ccc(-c3nc(C#N)c(N4CCN(C)CC4)o3)o2)cc1	nt	-26%	nt	i	-14%	-23%	-3%	-25%	0.3%
46	O=C(Nc1ccccc1)NC1(C(=O)NCCCN2CCOCC2)CCCCC1	-1.4	-4%	-9%	i	12%	3%	-3%	4%	-0.5%
47	CCN(CC)S(=O)(=O)c1ccc(-n2cnnn2)c(C)c1	-2.0	-10%	4%	i	-2%	1%	-4%	-1%	-0.1%

Reprinted at random: three records from the list, in no set order.
entry	structure	IL-2 act	HepG2 tox	EPAC2 agonist	S2 tox	TGFb SMAD3 inh	Nrf2 inh	A549 tox	ATXN2 expr inh	Nrf2 ARE act
26	CC(C)(C)c1ccc(Oc2ccc(N)cc2)cc1	-4.3	-20%	5%	?	-15%	4.1µM*	-22%	2.8µM*	-2.1%
36	O=C(NCc1ccccc1)N1CCOc2ccccc21	-0.8	0%	13%	i	3%	4%	0%	4%	3.7%
42	COc1ccc(CNC(=S)Nc2ccccc2)cc1Cl	-0.9	-27%	4%	i	?	?	1%	-22%	1.2%
